S1P3 antag: S1P3 receptor antagonists, primary screen, cell-based | CHO S1P3 NFAT-BLA reporter, FRET fluorescence, antagonist mode | AID 485, 2006 | 170,000 compounds, 0.27% hits | inhibition, % at 4.98 µM;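 active = inhibition above the plate cutoff, the mean inhibition of test wells on that plate plus 3 SD, cut at about 28% in these data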;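 note: cells challenged with S1P at its EC80 of 0.8 µM; blue over green emission ratio from cleaved BLA substrate after 4 h stimulation; 0% = S1P-stimulated wells and 100% = unstimulated DMSO-only wells; some compounds past the cut are filed as inactive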
Target sequence (Q99500 whole entry, looked up): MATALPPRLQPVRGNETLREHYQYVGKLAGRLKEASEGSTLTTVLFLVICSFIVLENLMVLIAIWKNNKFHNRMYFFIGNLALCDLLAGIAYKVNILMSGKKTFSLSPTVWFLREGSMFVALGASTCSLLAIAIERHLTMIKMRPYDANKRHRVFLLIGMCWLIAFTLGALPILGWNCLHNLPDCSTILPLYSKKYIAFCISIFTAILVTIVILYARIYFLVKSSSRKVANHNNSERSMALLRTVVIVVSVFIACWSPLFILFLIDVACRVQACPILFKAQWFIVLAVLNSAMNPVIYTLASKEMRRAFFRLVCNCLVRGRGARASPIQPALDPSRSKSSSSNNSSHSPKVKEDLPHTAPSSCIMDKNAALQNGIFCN
* hit, by the source's call. An excerpt; the hit share may differ from the screen's.

COc1cccc(C2c3c(-c4ccccc4O)n[nH]c3C(=O)N2Cc2ccco2)c1 (stereo unspecified)
- S1P3 antag = -1

Cc1ccc(Nc2nnc(-c3ccccc3N)o2)cc1C
- S1P3 antag = 12

CC(C)CN(Cc1cc(=O)oc2cc(-c3ccccc3)c(O)cc12)CC(C)C
- S1P3 antag = -2

CCc1ccc(S(=O)(=O)Nc2ccc(N3CCN(C)CC3)cc2)cc1
- S1P3 antag = -7

O=C(N/N=C/c1ccc(N2CCOCC2)cc1)c1ccc(O)cc1
- S1P3 antag = 1

O=C(O)COCC(=O)NCc1nc(-c2ccc(C(F)(F)F)cc2)no1
- S1P3 antag = 3

NC(=O)C1(N2CCCCC2)CCN(Cc2ccc(Br)cc2)CC1
- S1P3 antag = 5

Cc1ccc(OCc2nnc(N)s2)cc1C
- S1P3 antag = -9

O=C(Cn1c(=O)oc2cc(S(=O)(=O)N3CCCC3)ccc21)Nc1ccccc1Br
- S1P3 antag = -12

O=S(=O)(Nc1ccncc1Cl)c1cc(Cl)ccc1Cl
- S1P3 antag = -14

N/C(=N\OC(=O)/C=C/c1ccccc1Cl)c1cccnc1
- S1P3 antag = -42

O=[N+]([O-])c1cccc2ncccc12
- S1P3 antag = -6

CC(C)(C)OC(=O)N[C@@H](Cc1ccccc1)C(=O)NCC1CCC(C(=O)O)CC1 (stereo partly specified)
- S1P3 antag = -1

CC(CC(=O)O)CC(=O)Nc1ccc(Br)cc1 (stereo unspecified)
- S1P3 antag = 18

S=C(Nc1ccc(Cl)cc1)NC1CCCCC1
- S1P3 antag = 6

In the list so far, 3 contain bromine.
NC(=O)C1(N2CCCCC2)CCN(Cc2ccc(Br)cc2)CC1
- S1P3 antag = 5

O=C(Cn1c(=O)oc2cc(S(=O)(=O)N3CCCC3)ccc21)Nc1ccccc1Br
- S1P3 antag = -12

CC(CC(=O)O)CC(=O)Nc1ccc(Br)cc1 (stereo unspecified)
- S1P3 antag = 18

(further entries)
N#C/C(=N/Nc1ccccc1[N+](=O)[O-])C(N)=S
- S1P3 antag = -18

O=C1C(Cc2ccc3[nH]ccc3c2)NC(=S)N1c1ccccc1 (stereo unspecified)
- S1P3 antag = -7

O=C(CSc1c(F)c(F)cc(F)c1F)Nc1ccc(C2SCCS2)cc1
- S1P3 antag = -43

Nc1nc(Nc2ccccc2)nc(NCCO)c1[N+](=O)[O-]
- S1P3 antag = -10

O=C(Oc1ccc(-c2csnn2)cc1)c1cccs1
- S1P3 antag = 1

Brc1cc2c(cc1Br)OCCOCCOCCO2
- S1P3 antag = -18

O=C(O)c1ccccc1Sc1ncnc2sccc12
- S1P3 antag = -2

C/C(=N/NC(N)=S)c1cc2ccc(O)cc2oc1=O
- S1P3 antag = -11

COc1ccc(Cl)cc1C(=O)Nc1cc(=O)n(C)c(=O)n1C
- S1P3 antag = 2

CSc1nnc2c(n1)OC=Nc1ccc(Br)cc1-2
- S1P3 antag = 10

CCOC(=O)c1cc(C(=O)NN)c(=O)[nH]c1C
- S1P3 antag = -6

CCCCCC(=O)N1CCCCC1
- S1P3 antag = 11

CCSC(=S)c1c(C)[nH]n(-c2ccccc2)c1=O
- S1P3 antag = 5

O=C(Nc1nc(-c2ccccn2)cs1)c1ccc(S(=O)(=O)N2CCCCC2)cc1
- S1P3 antag = 24

CCOc1ccc(C2NC(=O)NC(C)=C2[N+](=O)[O-])cc1OC (stereo unspecified)
- S1P3 antag = 1

Single entries from the results shown.
Value for CCCCCC(=O)N1CCCCC1 under S1P3 antag: 11
Value for O=C1C(Cc2ccc3[nH]ccc3c2)NC(=S)N1c1ccccc1 (stereo unspecified) under S1P3 antag: -7
Value for O=C(O)c1ccccc1Sc1ncnc2sccc12 under S1P3 antag: -2

Continuation:
Nc1c2nc(-c3ccccc3Cl)[nH]c(=O)c2nc(=O)n1-c1ccccc1
- S1P3 antag = 2

O=C(O)c1ccccc1N=Cc1c(O)n(-c2nccs2)c(=O)c2ccccc12
- S1P3 antag = -1

Cc1ccc(-c2[nH]c3ccccc3c2SCCN)cc1
- S1P3 antag = 1

CC1CCN(c2c(NCC3CCC(C(=O)NCCCc4ccccc4)CC3)c(=O)c2=O)CC1 (stereo unspecified)
- S1P3 antag = -6

COc1cc([N+](=O)[O-])cc(/C=N/NC(=O)CSc2ccccn2)c1O
- S1P3 antag = -1

COc1cccc(/C=N/NC(=O)c2oc3nc(-c4ccccc4)cc(-c4ccco4)c3c2N)c1
- S1P3 antag = 9

COc1cccc(CNC(=O)CCC2CCCN(Cc3ccc4c(c3)CCO4)C2)c1 (stereo unspecified)
- S1P3 antag = -2

CCOC(=O)N1CCC(N2C(=O)c3ccc(C(=O)NC4CCCCCC4)cc3C2=O)CC1
- S1P3 antag = -39

Cc1cc(C(=O)N/N=C/c2ccc3c(c2)OCO3)c2ccccc2n1
- S1P3 antag = 9

CC1Cc2ccccc2N1S(=O)(=O)c1ccc(Cl)nc1 (stereo unspecified)
- S1P3 antag = -2

Cc1ccc(C(=O)Nc2cccnc2Oc2ccc(Cl)cc2)cc1
- S1P3 antag = 7

CC(C)(C)c1cc(C(=O)NC2CC2)n(Cc2ccc(F)cc2)n1
- S1P3 antag = 7

COC(=O)c1sc(N2C(=O)c3oc4ccccc4c(=O)c3C2c2cccc(O)c2)nc1C (stereo unspecified)
- S1P3 antag = 3

Cc1ccc2nc(-c3ccc4c(c3)NC(=O)CO4)cn2c1
- S1P3 antag = 1

Cc1ccc(OCCC(=O)O)cc1
- S1P3 antag = -7

COc1ccc(S(=O)(=O)N2CCOCC2)cc1NC(=O)COC(=O)C1=COCCO1
- S1P3 antag = 1

Cc1ccc(NC(=S)N2CCCCCC2)cc1
- S1P3 antag = -11

CCOC(=O)C1CCCN(c2c(NCCc3cccc(C)c3)c(=O)c2=O)C1 (stereo unspecified)
- S1P3 antag = 2

COc1cccc(-c2nnc(NC(=O)c3ccccc3Br)o2)c1
- S1P3 antag = -19

O=C(Cc1ccccc1)NC1(O)C(=O)c2ccccc2C1=O
- S1P3 antag = 5

CCCCc1nnc2c(N(C)S(=O)(=O)c3ccc(C)cc3)nc3ccccc3n12
- S1P3 antag = -10

CC(C)N1CCC(N2CCN(Cc3ccc4nonc4c3)CC2CCO)CC1 (stereo unspecified)
- S1P3 antag = 15

COc1ccc(C(=O)O)cc1S(=O)(=O)NC(C)(C)C
- S1P3 antag = -7

COCCCNC(=S)N/N=C/c1ccc(OC)c(Br)c1
- S1P3 antag = 3

COc1ccc(S(=O)(=O)N2CCC(O)(c3ccc(Cl)cc3)CC2)cc1OC
- S1P3 antag = 10

NC(=O)CCn1cnc2ccccc21
- S1P3 antag = -12

O=C(Cc1ccccc1Cl)Nc1nc2ccccc2[nH]1
- S1P3 antag = 1

Cc1c(C)c(C)c2[nH]c(=S)[nH]c2c1C
- S1P3 antag = -19

COc1cc(OC)c(NC(=O)/C=C/C(=O)O)cc1Cl
- S1P3 antag = -2

C/C(=N\NC(=S)Nc1ccccc1)C1Cc2ccccc2C(=O)O1 (stereo unspecified)
- S1P3 antag = -9

CCCn1c(=N)c(S(=O)(=O)c2ccccc2)cc2c(=O)n3ccccc3nc21
- S1P3 antag = -4

CCn1nc(C)c(Br)c1-c1nc(CS(=O)(=O)c2ccc(F)cc2)no1
- S1P3 antag = 7

Cc1cc(C(=O)NNc2ccc(Cl)cc2)no1
- S1P3 antag = 19

COc1ccc(C(C)=O)cc1COc1ccc(Cl)c(C)c1
- S1P3 antag = -1

Cn1nc(C(F)(F)F)cc1C(=O)O
- S1P3 antag = 6

COC(=O)c1ccc(S(=O)(=O)NCc2ccc(OC)cc2)n1C
- S1P3 antag = 2

COC(=O)C1=C(C)N(c2ccccc2)/C(=C/c2ccco2)C1=O
- S1P3 antag = 2

Cc1ccc(-n2c(SCC(=O)N3CCCCC3)nc(O)cc2=O)cc1
- S1P3 antag = 5

COC(=O)c1cc(-c2ccc(S(=O)(=O)N3CCCC(C)C3)cc2)c(C(F)(F)F)s1 (stereo unspecified)
- S1P3 antag = -2

O=C(c1ccc(F)cc1)N1CCCC(C(=O)N2CCc3ccccc3C2)C1 (stereo unspecified)
- S1P3 antag = 5

O=C(Oc1ccc[nH]c1=O)c1cc([N+](=O)[O-])cc([N+](=O)[O-])c1
- S1P3 antag = 7

O=C(Nc1nc2ccccc2c(=O)s1)c1ccco1
- S1P3 antag = 3

C/C(CC(=O)Nc1ccc(C)c(Cl)c1)=N\NC(=O)Cc1cccs1
- S1P3 antag = 0

N/C(=N\OC(=O)Nc1ccccc1)c1ncc([N+](=O)[O-])s1
- S1P3 antag = 14

CC1=CC(C)C(CN(CCC[N+](C)(C)C)C(=O)Nc2ccccc2)C(C)C1 (stereo unspecified)
- S1P3 antag = -8

O=C(NNc1ccc(Cl)cc1)c1c(F)cccc1Cl
- S1P3 antag = 8

O=C(COc1ccccc1)Nc1ncn[nH]1
- S1P3 antag = -2

CN(C)S(=O)(=O)c1ccc(C(=O)NCC(C)(C)N2CCOCC2)cc1
- S1P3 antag = -10

COc1cccc(NC(=O)NC2CCN(Cc3nnnn3Cc3ccc4c(c3)OCO4)CC2)c1
- S1P3 antag = -7

COc1cc(OC)c(OC)cc1CN1CCC(O)CC1
- S1P3 antag = -19

O=c1oc2ccccc2nc1/C=C(\O)c1ccc(Br)cc1
- S1P3 antag = 3

COc1ccc(OCC(O)CNS(=O)(=O)c2ccc(C)cc2)cc1 (stereo unspecified)
- S1P3 antag = 6

Cc1[nH]c2ccccc2c1/C=N/NC(=O)c1cc(C(C)C)[nH]n1
- S1P3 antag = -5

Cc1c(NC(=S)N/N=C/c2ccc([N+](=O)[O-])cc2O)c(=O)n(-c2ccccc2)n1C
- S1P3 antag = 3

O=C(NNS(=O)(=O)c1ccc(Cl)cc1Cl)c1cc2ncc(C(F)(F)F)cc2s1
- S1P3 antag = -5

CN(C)S(=O)(=O)c1cccc(-c2csc(N/N=C/c3ccco3)n2)c1
- S1P3 antag = 11

O=C(O)C(Cc1ccccc1)N1C(=O)/C(=C/C=C/c2ccco2)SC1=S (stereo unspecified)
- S1P3 antag = -14

COc1cc(C(C(=O)Nc2c(C)cccc2C)N(C)C(=O)c2ccc(-n3cnnn3)cc2)ccc1O (stereo unspecified)
- S1P3 antag = 4

N#Cc1c(N(CCO)CCO)nc(N)c2c(N)nc3c(c12)CC(=O)N3Cc1cccs1
- S1P3 antag = -9

CC(C)N1CCC(N2CCN(Cc3ccc(Oc4ncccn4)cc3)CC2CCO)CC1 (stereo unspecified)
- S1P3 antag = -2

Cc1ccc(NCC(O)C(O)C(O)CO)c(N=Nc2ccccc2)c1C (stereo unspecified)
- S1P3 antag = 8

CC(=O)CCC(=O)OCC(=O)c1ccc(C(F)(F)F)cc1
- S1P3 antag = -4

CCC(CC)c1nn2c(N)c(/C=C3\C=Nc4ccccc43)c(=O)nc2s1
- S1P3 antag = -8

O=C(N/N=C/c1ccccc1[N+](=O)[O-])c1cnccn1
- S1P3 antag = -1

Cc1cc(NS(=O)(=O)c2ccc(NC(=S)NC(=O)c3ccncc3)cc2)no1
- S1P3 antag = -6

CCOC(=O)C1(CCCc2ccccc2)CCN(C(=O)Cn2nc(C)nc2C)CC1
- S1P3 antag = 3

CN(C)CCCNc1cc(C(C)(C)C)nc2c(-c3ccc(Cl)cc3)cnn12
- S1P3 antag = -11

Cc1cc(C(=O)NNc2ccc(C(C)C)cc2)n(C(C)(C)C)n1
- S1P3 antag = 8

Clc1ccc(/C=C/c2nc(Cl)c(-c3ccc(Cl)cc3)c(Cl)n2)cc1
- S1P3 antag = 3

Cc1cccn2c(=O)c3cc(C#N)c(=NC(=O)c4cccs4)n(CC(C)C)c3nc12
- S1P3 antag = -11

COC(=O)c1sccc1NC(=O)CC1C(=O)NCCN1C(=O)c1ccccc1 (stereo unspecified)
- S1P3 antag = 6

Cc1ccnc(NC(=O)Cc2ccc(F)cc2)n1
- S1P3 antag = -18

Cc1ccc(NC(=O)Cn2cnc3cc([N+](=O)[O-])ccc3c2=O)c(Cl)c1
- S1P3 antag = -12

CCN(CC)S(=O)(=O)c1ccc(Cl)c(C(=O)OCC(=O)c2c(N)n(C)c(=O)n(C)c2=O)c1
- S1P3 antag = -1

CCc1ccn2cc(-c3ccc4c(c3)OCO4)nc2c1
- S1P3 antag = 3

Exported with bars between the fields: two of the compounds above.
smiles | S1P3 antag
CN(C)CCCNc1cc(C(C)(C)C)nc2c(-c3ccc(Cl)cc3)cnn12 | -11
Cc1cccn2c(=O)c3cc(C#N)c(=NC(=O)c4cccs4)n(CC(C)C)c3nc12 | -11

(further entries)
Nc1ccc(C(=O)Nc2ccc(NC(=O)c3ccco3)c(O)c2)cc1
- S1P3 antag = -2

COc1ccc(C)cc1S(=O)(=O)N1CCCCCC1
- S1P3 antag = -2

CCN(CC)c1ccc(/C=N/NC(=O)c2ccco2)c(O)c1
- S1P3 antag = 4

COc1ccc(NC(=O)NCCCN2CCC(Cc3ccccc3)CC2)cc1
- S1P3 antag = 11

Cc1nc(NC(=O)CN2CCC(O)(c3ccc(F)cc3)CC2)sc1C
- S1P3 antag = -4

CC(=O)O/N=C(\N)Cc1ccc(-c2csnn2)cc1
- S1P3 antag = -14

Cc1ccc(S(=O)(=O)NCCc2cccs2)cc1
- S1P3 antag = 1

Some of the entries so far, as comma-separated lines:
Structure,S1P3 antag
Nc1ccc(C(=O)Nc2ccc(NC(=O)c3ccco3)c(O)c2)cc1,-2
CC(=O)O/N=C(\N)Cc1ccc(-c2csnn2)cc1,-14
COc1ccc(NC(=O)NCCCN2CCC(Cc3ccccc3)CC2)cc1,11

Compound activity (PubChem)
